C diff HTS – inhibitors of Clostridium difficile growth; Clostridium difficile clinical isolate growth, OD600, 24 h; active compounds read low; growth activity, negative = inhibition, % at 16 µg/mL (by protocol); 86,000 compounds, 0.25% hits; AID 1259249;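 active = mean growth activity at or below -80% and every replicate also at or below -80%; inconclusive = mean at or below -80% but some replicate above -80%; inactive = mean growth activity above -80%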;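 note: 0% = DMSO wells and -100% = levofloxacin 16 µg/mL wells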
Pf Dd2 growth – blocks growth of Plasmodium falciparum Dd2 parasites | activity change, % at 10 µM | P. falciparum Dd2 growth, SYBR Green, 72 h; active compounds read low | 94,000 compounds, 2.3% hits; in the data active = activity change below about -80%; inconclusive = no clear call, values can overlap the other calls
Tcruzi prolif – T. cruzi proliferation inhibition; T. cruzi beta-gal in NIH3T3, GalScreen luminescence, 90 h; inhibition, % at 8.34 µM; 77,000 compounds, 5.9% hits;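 active = mean inhibition above about 93%, with at least 55% of replicates each passing it, limit read from the data, passing the limit was not always enough; inconclusive = only one of those two conditions holds; inactive = neither condition holds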
KDM4C inh – inhibitors of human demethylase GASC-1 KDM4C; Q9H3R0; GST-KDM4C 2-372, H3K9me3 peptide, LANCE TR-FRET; inhibition, % at 12.5 µM; 96,000 compounds, 0.15% hits; AID 720574;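 active = mean replicate inhibition above about 25%, with at least 55% of replicates also reaching it, limit read from the data, passing the limit was not always enough; inconclusive = only one of those two conditions met; inactive = neither condition met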
Target sequence (Q9H3R0 2-372 limits assumed): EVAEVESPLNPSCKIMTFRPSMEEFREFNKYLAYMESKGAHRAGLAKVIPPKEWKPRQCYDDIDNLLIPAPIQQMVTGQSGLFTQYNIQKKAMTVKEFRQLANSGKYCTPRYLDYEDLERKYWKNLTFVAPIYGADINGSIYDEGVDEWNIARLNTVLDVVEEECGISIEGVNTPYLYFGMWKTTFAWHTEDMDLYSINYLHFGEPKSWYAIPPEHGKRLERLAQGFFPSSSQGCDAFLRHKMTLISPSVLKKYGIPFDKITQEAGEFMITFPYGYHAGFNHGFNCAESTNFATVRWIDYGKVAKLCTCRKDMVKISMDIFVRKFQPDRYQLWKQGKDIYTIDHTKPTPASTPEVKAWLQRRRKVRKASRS
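System: N-terminal GST-fused human GASC-1 (KDM4C) fragment, residues 2-372 / Amount: 10 nM GST-KDM4C in enzyme reaction / Also added: H3K9me3 peptide with Fe(II)/2OG / Times: 30 min demethylation and 1 h detection at room temperature / Signal: LANCE TR-FRET / Read-out basis: Fall in 671/618 emission ratio as inhibition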
* marks the source's active call; other numbers are inactive results; u = inconclusive; x = not tested or not shown; & = joins results of further samples.

Start of the data: the first 2 records as a preview:
SMILES	C diff HTS	Pf Dd2 growth	Tcruzi prolif	KDM4C inh
Cc1noc(C)c1S(=O)(=O)N(C)C[C@H]1OCCCC[C@@H](C)Oc2ccc(NC(=O)Nc3ccccc3)cc2C(=O)N([C@H](C)CO)C[C@@H]1C	3	-20	x	-0.5
O=C(CCN1CCCCC1)NCC[C@@H]1CC[C@H](NC(=O)C2CCCC2)[C@H](CO)O1	-6	12	7	0.1

The listing, previewed entries included:
SMILES	C diff HTS	Pf Dd2 growth	Tcruzi prolif	KDM4C inh
Cc1noc(C)c1S(=O)(=O)N(C)C[C@H]1OCCCC[C@@H](C)Oc2ccc(NC(=O)Nc3ccccc3)cc2C(=O)N([C@H](C)CO)C[C@@H]1C	3	-20	x	-0.5
O=C(CCN1CCCCC1)NCC[C@@H]1CC[C@H](NC(=O)C2CCCC2)[C@H](CO)O1	-6	12	7	0.1
COc1ccc(NC(=O)N(C)C[C@@H]2Oc3ccc(NS(=O)(=O)c4ccc(Cl)cc4)cc3CC(=O)N([C@H](C)CO)C[C@H]2C)cc1	-6	4	3	-1.1
COc1ccc(C#Cc2ccc3c(c2)[C@H]2[C@H](CCN2S(=O)(=O)c2ccc(OC)cc2)[C@@H](CO)N3C)cc1	-1	-31	1	0.1
CC(C)NC(=O)N(C)C[C@H]1Oc2c(NS(=O)(=O)c3ccc(Cl)cc3)cccc2C(=O)N([C@H](C)CO)C[C@H]1C	-3	8	49	0.1
C[C@H]1CCCCO[C@@H](CN(C)CC2CCCCC2)[C@@H](C)CN([C@@H](C)CO)C(=O)c2cc(NC(=O)Nc3ccc4c(c3)OCO4)ccc2O1	-6	-81*	99*	2.3
C[C@H]1CN([C@@H](C)CO)C(=O)Cc2cc(NS(=O)(=O)c3ccc(Cl)cc3)ccc2O[C@H]1CN(C)Cc1ccncc1	0	-23	-25	0.0
O=C(Nc1ccc(F)cc1)N[C@@H]1CC[C@@H](CCNS(=O)(=O)c2cccc(Cl)c2)O[C@H]1CO	6	-14	4	-0.6
Cc1cc(C(=O)Nc2cccc3c2O[C@@H](CN(C)C(=O)Nc2c(C)noc2C)[C@@H](C)CN([C@H](C)CO)C3=O)n(C)n1	x	55	7	0.2
C[C@@H]1CN([C@H](C)CO)C(=O)Cc2cc(NC(=O)CCN3CCOCC3)ccc2O[C@H]1CN(C)C(=O)NC1CCCCC1	-5	8	-6	-0.5
CCCC(=O)Nc1ccc2c(c1)OC[C@H](C)N(C(=O)c1ccncc1)C[C@H](C)[C@H](OC)CN(C)C2=O	x	15	12	1.5
CCN(C[C@H]1N[C@H](CO)[C@@H]1c1ccc(-c2cccc(F)c2)cc1)C(=O)CN(C)C	0	-62	54	2.6
C[C@@H]1CN([C@@H](C)CO)C(=O)c2cc(NC(=O)CCC(F)(F)F)ccc2O[C@@H](C)CCCCO[C@H]1CN(C)C(=O)C1CCCCC1	-5	-45	8	-0.7
C[C@@H]1CN([C@H](C)CO)C(=O)CCCn2cc(nn2)CO[C@H]1CN(C)C(=O)Nc1ccnc(N2CCOCC2)c1	-5&10	-55&4	25&27	-0.9
C[C@@H]1CN([C@@H](C)CO)C(=O)c2cccc(NS(=O)(=O)c3ccccc3)c2O[C@@H]1CN(C)S(=O)(=O)c1cn(C)cn1	-4	-1	6	-2.5
Cc1noc(C)c1S(=O)(=O)Nc1ccc2c(c1)C(=O)N([C@@H](C)CO)C[C@H](C)[C@H](CN(C)S(=O)(=O)c1ccc(Cl)cc1)OCCCC[C@H](C)O2	-1	-76	82	-0.5
C[C@@H]1CN([C@@H](C)CO)C(=O)c2cc(NS(=O)(=O)c3cn(C)cn3)ccc2O[C@@H]1CN(C)Cc1ccc(-c2ccccc2)cc1	-10	2	54	0.7
C[C@H]1CN([C@@H](C)CO)C(=O)c2cccc(NC(=O)C3CC3)c2O[C@H]1CN(C)Cc1ccc(C(=O)O)cc1	-2	10	0	0.7
C[C@H](CO)N1C[C@H](C)[C@H](CN(C)Cc2ccncc2)OCCCC[C@H](C)Oc2ccc(NC(=O)CCCN(C)C)cc2C1=O	0	13	10	4.5
CC(C)NC(=O)N1C[C@H]2[C@@H](c3ccccc31)[C@H](CO)N2C(=O)c1ccccn1	-4	0	5	-0.6
C[C@@H]1CN([C@@H](C)CO)C(=O)c2cccc(NC(=O)c3ccncc3)c2O[C@H]1CN(C)Cc1ccc(Cl)c(Cl)c1	-4	-27	95	x
C[C@@H]1CN([C@H](C)CO)C(=O)c2cccc(NC(=O)NC3CCCCC3)c2O[C@@H]1CN(C)S(C)(=O)=O	1	9	x	1.1
Cc1ccc(-c2cnc3c(c2)C(=O)N([C@H](C)CO)C[C@H](C)[C@H](CN(C)C(=O)c2ccccc2)O3)cc1	-3	-8	-13	-1.0
C[C@H](CO)N1C[C@H](C)[C@@H](CN(C)Cc2ccncc2)OCCCC[C@H](C)Oc2ccc(NC(=O)Nc3ccc(F)cc3)cc2C1=O	2	25	27	3.5
O=C(Nc1ccc(Cl)cc1)N[C@H]1CC[C@@H](CCNS(=O)(=O)c2ccccc2F)O[C@H]1CO	-3	-7	-99	0.8
Cc1ccc(-c2cnc3c(c2)C(=O)N([C@H](C)CO)C[C@H](C)[C@@H](CN(C)C(=O)c2ccncc2)O3)cc1	-1	0	29	-0.2
COCC(=O)N1CC[C@@H]2[C@H]1c1cc(-c3ccc(F)cc3)ccc1N(C)[C@H]2CO	-8	20	69	0.9
C[C@H]1CN([C@@H](C)CO)C(=O)c2c(c3ccccc3n2C)-c2ccccc2CO[C@@H]1CN(C)Cc1cccc(F)c1	16	-75	x	-7.5
O=C(C1CCC1)N1CC2(C1)[C@H](c1ccccc1)[C@@H](CO)N2Cc1ccccc1F	-1	-12	x	-1.6
CC(C)NC(=O)Nc1ccc2c(c1)CC(=O)N([C@H](C)CO)C[C@H](C)[C@@H](CN(C)C(=O)NC1CCCCC1)O2	3	1	-25	0.8
O=C(NCC1CC1)[C@H]1[C@H](CO)[C@H]2Cn3c(ccc(-c4ccncc4)c3=O)[C@@H]1N2CC1CC1	-2	-6	27	0.4
C[C@@H]1CN([C@@H](C)CO)C(=O)c2cc(NC(=O)Nc3ccc(C(F)(F)F)cc3)ccc2O[C@@H]1CN(C)Cc1ccc(C(=O)Nc2ccccc2N)cc1	x	-69	-11	0.8
O=C(C[C@@H]1C=C[C@H](NC(=O)Nc2cc(F)ccc2F)[C@@H](CO)O1)Nc1ccc(-c2ccccc2)cc1	0	x	x	0.1
O=C(Cc1ccccn1)NCC[C@@H]1CC[C@H](NC(=O)CN2CCOCC2)[C@H](CO)O1	-1	-4	x	3.6
CCNC(=O)C[C@@H]1CC[C@@H](NC(=O)C2CCC2)[C@H](CO)O1	0	x	x	-2.7
COCC(=O)NC[C@H]1[C@H](c2ccc(C3=CCCC3)cc2)[C@H](CO)N1C(C)=O	-7	12	u	2.3
C[C@H]1CN([C@@H](C)CO)C(=O)Cc2cc(NC(=O)CCN3CCOCC3)ccc2O[C@H]1CN(C)S(=O)(=O)c1ccc(Cl)cc1	-1	-9	6	-3.3
C[C@@H]1CN([C@@H](C)CO)C(=O)c2cc(NS(=O)(=O)c3ccc(F)cc3)ccc2O[C@@H](C)CCCCO[C@@H]1CN(C)S(=O)(=O)c1cn(C)cn1	3	-50	19	0.6
O=C(C[C@H]1C[C@H]2c3cc(NC(=O)Cc4ccncc4)ccc3O[C@H]2[C@H](CO)O1)NCCN1CCCCC1	3	24	31	1.0
C[C@H]1CCCCO[C@@H](CN(C)CC2CCCCC2)[C@@H](C)CN([C@@H](C)CO)C(=O)c2cc(NC(=O)Nc3cccc4ccccc34)ccc2O1	0	-83*	120	-2.3
C[C@@H]1CN([C@@H](C)CO)C(=O)c2cccc(NS(=O)(=O)c3ccc(Cl)cc3)c2O[C@@H]1CN(C)CC1CC1	0	-8	-29	0.2
CO[C@@H]1CN(C)C(=O)c2cc(NS(=O)(=O)c3ccccc3)ccc2OC[C@@H](C)N(C)C[C@@H]1C	-1	x	-37	-1.8
O=S(=O)(N[C@@H]1CC[C@@H](CCn2cc(-c3cccc(F)c3)nn2)O[C@H]1CO)c1ccccc1	-6	-26	-3	0.8
CN1CCN(C(=O)C[C@@H]2CC[C@@H]3[C@H](COC[C@H](O)CN3C(=O)C3CC3)O2)CC1	-3	-1	-19	0.2
COc1ccc2c3c(n(C)c2c1)[C@H](CO)N(C(=O)CC1CC1)CC31CN(Cc2nccs2)C1	-5	-27	x	1.2
CC(C)NC(=O)NCC[C@H]1CC[C@H](NC(=O)Nc2ccccc2)[C@H](CO)O1	x	3	41	-0.9
C[C@H](CO)N1C[C@H](C)[C@H](CN(C)C(=O)Nc2ccc(F)cc2)Oc2ncc(C3=CCCC3)cc2C1=O	0	-9	-90	2.1
C[C@@H]1CN([C@H](C)CO)S(=O)(=O)c2ccc(-c3ccccc3F)cc2O[C@@H]1CN(C)Cc1cncnc1	-2	25	25	12
C[C@@H]1CN([C@@H](C)CO)C(=O)c2cccc(N(C)C)c2O[C@H]1CN(C)Cc1ccc(-c2ccccc2)cc1	5	-34	11	-1.1
C[C@@H]1CCCCO[C@@H](CN(C)C(=O)C2CCCCC2)[C@H](C)CN([C@H](C)CO)C(=O)c2cc(NC(=O)Nc3ccc4c(c3)OCO4)ccc2O1	1	0	107*	-0.8
C[C@H](NC(=O)C[C@H]1C=C[C@H](NC(=O)Cc2ccccn2)[C@H](CO)O1)c1ccccc1	-3	12	53	-0.2
CCC(=O)N(C)C[C@@H]1Oc2ncc(C#Cc3cccnc3)cc2C(=O)N([C@H](C)CO)C[C@@H]1C	2	2	68	0.0
CO[C@H]1CN(C)C(=O)c2cc(NS(=O)(=O)c3ccc(C)cc3)ccc2OC[C@@H](C)NC[C@@H]1C	x	12	-35	0.6
C[C@@H]1CN([C@@H](C)CO)C(=O)c2cc(NC(=O)CCC(F)(F)F)ccc2O[C@@H]1CN(C)C(=O)Nc1ccc(C(F)(F)F)cc1	-1	-6	x	1.6
COc1cccc(-c2ccc3c(c2)[C@@H]2[C@@H](CCN2C(=O)c2ccccc2F)[C@@H](CO)N3C)c1	38	-1	82	1.6
C[C@H](CO)N1C[C@H](C)[C@H](CN(C)C(=O)c2cccc(F)c2)Oc2ncc(-c3cncnc3)cc2C1=O	-4	9	0	0.1
CC(=O)N1[C@H](CO)[C@H](c2ccc(-c3cncnc3)cc2)[C@@H]1CN(C)C(=O)C1CC1	-3	12	x	2.5
CN(C)C(=O)C[C@@H]1CC[C@H]2[C@@H](COc3ccc(NS(=O)(=O)c4cccc(F)c4)cc3C(=O)N2C)O1	7	7	31	-0.4
C[C@@H]1CN([C@H](C)CO)C(=O)c2cc(/C=C/c3ccccc3)cnc2O[C@@H]1CN(C)Cc1ccncc1	3	-31	96*	4.7
O=C(C[C@H]1C=C[C@H](NC(=O)C2CCOCC2)[C@H](CO)O1)NCc1ccccc1Cl	-3	32	x	-0.2

Later entries
SMILES	C diff HTS	Pf Dd2 growth	Tcruzi prolif	KDM4C inh
C[C@H]1CN([C@@H](C)CO)C(=O)c2cc(C3=CCCCC3)cnc2O[C@H]1CN(C)C(=O)c1ccc2c(c1)OCO2	1	-32	78	3.4
C[C@H](CO)N1C[C@H](C)[C@@H](CN(C)C(=O)c2cnccn2)Oc2cc(C#CC3CC3)ccc2S1(=O)=O	12	-24	14	-0.4
C[C@H]1CN([C@@H](C)CO)C(=O)Cc2cc(NC(=O)NC3CCCCC3)ccc2O[C@@H]1CN(C)S(=O)(=O)c1ccc(F)cc1	1	-40	-13	0.3
C[C@@H]1CN([C@@H](C)CO)C(=O)c2cc(NC(=O)Cc3cn(C)c4ccccc34)ccc2O[C@H]1CN(C)Cc1ccc(Oc2ccccc2)cc1	5	-22	66	-2.7
CC(C)NC(=O)N(C)C[C@H]1OCCCC[C@H](C)Oc2ccc(NC(=O)CCC(F)(F)F)cc2C(=O)N([C@@H](C)CO)C[C@@H]1C	-5	-18	8	-0.2
CCC(=O)N1[C@H](CO)[C@@H](c2ccc(-c3ccccc3)cc2)[C@@H]1CN(C)C(C)=O	-4	4	-8	-0.8

Record cards (already shown).
CCC(=O)N(C)C[C@@H]1Oc2ncc(C#Cc3cccnc3)cc2C(=O)N([C@H](C)CO)C[C@@H]1C is entered as C diff HTS: 2; Pf Dd2 growth: 2; Tcruzi prolif: 68; KDM4C inh: 0.0
CO[C@@H]1CN(C)C(=O)c2cc(NS(=O)(=O)c3ccccc3)ccc2OC[C@@H](C)N(C)C[C@@H]1C is entered as C diff HTS: -1; Pf Dd2 growth: x; Tcruzi prolif: -37; KDM4C inh: -1.8

High-throughput results: PubChem, Broad Institute
